HIF-2a block = blocks HIF-2a reporter activity | 786-0 RCC cells HIF-2a reporter, luciferase luminescence, overnight | inhibition, % at 18.8 µM | 0.72% of 360,000 active | AID 624352;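 active means inhibition of the luminescence signal of 40% or more relative to plate controls, in a single-dose primary screen at 18.75 µM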
CaV13 ICDI inh = Disruptors of the CACNA1D IQ motif to Ca2+-dependent inactivation inhibitor domain association, primary screening, Förster resonance energy transfer in intact living …. HEK cells, CFP/YFP FRET ICDI-IQ, plate reader, 10 min; percent FRET-ratio fall versus neutral wells. inhibition, % at 12.3 µM. 0.098% of 340,000 active. AID 743397;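 active means mean replicate inhibition of at least 30% and at least 1% of replicates passing that level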;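 further: 0% = median of the neutral control wells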
Exocytosis inh = lytic granule exocytosis inhibition. TALL-104 LAMP-1 surface exposure, flow cytometry; cells stimulated with thapsigargin and PMA. inhibition, % at 10 µM. 0.66% of 360,000 active;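 active means inhibition above about 55%, limit read from the data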
Vif inh = HIV Vif inhibition | HEK293T cells, Vif self-association by quenched fluorescence, imaging, 24 h | inhibition, % at 7.49 µM | 0.35% of 340,000 active; in the data active means inhibition above about 50%, passing the limit was not always enough; further: some results filed as inactive read as strong as hits
NR2E3 ag-1 = agonists of human nuclear receptor NR2E3 | GST-NR2E3/biotin-RetCOR TR-FRET, 1536-well | 0.12% of 320,000 active | AID 2300 | inhibition of corepressor binding, % at 4.78 µM;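 active means percent inhibition above the cutoff of mean plus 3 SD of all tested compounds, set per screening campaign, cut at about 20% in these data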;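 further: 0% = DMSO wells and 100% = biotin wells as full block of FRET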
Target sequence (Q9Y5X4 whole entry, looked up): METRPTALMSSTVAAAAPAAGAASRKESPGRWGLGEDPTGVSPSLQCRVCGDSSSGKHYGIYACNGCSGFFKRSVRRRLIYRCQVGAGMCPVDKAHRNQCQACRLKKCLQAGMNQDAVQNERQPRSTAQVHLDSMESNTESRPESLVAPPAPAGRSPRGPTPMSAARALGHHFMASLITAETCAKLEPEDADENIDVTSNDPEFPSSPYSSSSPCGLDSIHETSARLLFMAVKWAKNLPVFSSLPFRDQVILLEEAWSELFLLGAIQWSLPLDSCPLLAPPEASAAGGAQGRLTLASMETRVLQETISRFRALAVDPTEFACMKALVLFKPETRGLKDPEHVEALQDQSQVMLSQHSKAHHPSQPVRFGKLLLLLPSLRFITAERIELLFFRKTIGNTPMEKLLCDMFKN
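Test system – NR2E3–RetCOR corepressor complex · Quantity – NR2E3 fusion 1.35 nM · Buffer or medium – Tris pH 7.5 · Incubation – Compound–protein incubation for 5 h at 4 °C · Technique – TR-FRET, Eu(K)-anti-GST donor, streptavidin-D2 acceptor, ex 340, em 617/671 nm · Evaluation – percent inhibition of 671/617 nm emission ratio versus biotin and DMSO controls · Plate – 1536-well format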
iPSC survival up = hiPSC single-cell survival enhancement. ATPlite luminescence; 100% = ROCK inhibitor wells, 0% = DMSO. survival enhancement, % at 20 µM. 0.044% of 360,000 active; in the data active means survival enhancement above about 18%;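 further: cells exposed to compounds for 16 hours before the ATP read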
Peg3 prom inh = inhibitors of Peg3 promoter. HeLa PEG-Prom luciferase reporter, luminescence, overnight. inhibition, % at 20 µM. 1.7% of 360,000 active;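 active means inhibition of at least 50% at 20 µM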
NR2E3 ag-2 = human photoreceptor-specific nuclear receptor agonism; 0.35% of 360,000 active; inhibition of corepressor binding, % at 3.98 µM; AID 602229; CHO-S Gal4-NCOR/VP16-NR2E3 two-hybrid, luciferase;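 active means inhibition above the mean of all tested compounds plus 3 SD, cut at about 70% in these data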;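 further: 0% = DMSO with NR2E3 transfected cells and 100% = cells lacking NR2E3 construct; higher means lower luciferase signal from less NR2E3 corepressor binding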
aDG glyco up = alpha-DG glycosylation activation; activation, % at 10 µM; 0.22% of 360,000 active; Pro5-aDG cells, alpha-DG glycosylation AlphaScreen (IIH6); 0% Pro5, 100% B10-LARGE cell signal;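 active means activation of at least 8% versus controls, or a plate z-score of at least 8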;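 further: Pro5 are CHO cells carrying HIG-tagged alpha-DG that lacks glycosylation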
PDI turbidity = PDI (human) enzyme inhibition; inhibition, % at 10 µM; AID 588391; PDI insulin aggregation turbidity, A650, 90 min; P07237; 0.052% of 350,000 active;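 active means mean inhibition across replicates of 30% or more, whatever share of single replicates reach that level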;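 further: absorbance from insulin aggregation driven by PDI reduction with DTT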
Target sequence (P07237 whole entry, looked up): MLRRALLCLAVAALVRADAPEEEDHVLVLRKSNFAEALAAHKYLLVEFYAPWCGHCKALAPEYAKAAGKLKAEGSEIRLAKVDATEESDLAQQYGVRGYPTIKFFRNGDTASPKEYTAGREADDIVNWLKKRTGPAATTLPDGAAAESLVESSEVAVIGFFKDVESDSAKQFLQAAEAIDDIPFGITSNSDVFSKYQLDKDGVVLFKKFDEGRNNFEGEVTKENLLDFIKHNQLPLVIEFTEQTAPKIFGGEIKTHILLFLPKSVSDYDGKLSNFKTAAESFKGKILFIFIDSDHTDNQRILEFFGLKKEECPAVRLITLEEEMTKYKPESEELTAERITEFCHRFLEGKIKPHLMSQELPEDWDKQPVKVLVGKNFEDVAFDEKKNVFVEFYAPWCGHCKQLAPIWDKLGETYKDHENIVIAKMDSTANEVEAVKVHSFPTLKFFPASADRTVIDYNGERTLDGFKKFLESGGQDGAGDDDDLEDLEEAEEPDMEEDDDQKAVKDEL
TRPM1 prom inh = inhibitors of MITF-driven TRPM1 promoter in melanoma cells. inhibition, % at 12.5 µM. SK-MEL-5 TRPM1 promoter luciferase, 24 h. 0.83% of 330,000 active. AID 488899;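 active means mean inhibition across replicates of 60% or more, whatever share of single replicates reaches that level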; further: values of inactives mirror those of a sister screen read the other way
* = called active by the depositor; . = not tested or not shown.

1. CCOc1nc(Nc2ccccc2F)nc(OCC)n1
2. CN(C)S(=O)(=O)c1cccc(NC(=O)Cn2cc(C(F)(F)F)cc(Cl)c2=O)c1
3. Cc1[nH]n(C(N)=S)c(=O)c1N=Nc1ccc(S(=O)(=O)N2CCCC2)cc1
4. O=C(c1cccs1)N1CCCC(c2nc3c(nnn3Cc3cccc(Cl)c3)c(=O)[nH]2)C1 (configuration not stated)
5. N#CCC(=O)Nc1ccc(C(=O)OCC(=O)NC2CCCCCC2)cc1
6. COc1ccccc1C1C(C#N)=C(N)N(N(C)C)C2=C1C(=O)CC(C)(C)C2 (configuration not stated)
7. O=C(N/C(=C/c1ccc(Cl)cc1)C(=O)N1CCOCC1)c1ccccc1
8. CCOC(=O)c1sc(NC(=O)C(CC)OC(=O)c2ccco2)nc1C (configuration not stated)

entry no.	1	2	3	4	5	6	7	8
HIF-2a block	-21.2	14.7	-53.6	26.1	-3.4	15.9	4.0	-14.1
CaV13 ICDI inh	-0.2	-2.6	-4.2	-2.1	-5.1	-20.1	-3.4	-5.5
Exocytosis inh	-0.4	-1.9	-2.5	7.3	2.3	-6.7	-0.2	-11.1
Vif inh	-14.5	-4.5	-3.9	3.6	0.3	2.0	2.2	-0.7
NR2E3 ag-1	3.1	-0.9	3.7	-1.6	2.2	1.1	1.0	-2.4
iPSC survival up	-0.3	-1.6	-0.5	0.6	-1.4	0.3	0.5	0.8
Peg3 prom inh	-14.4	8.3	-14.8	16.5	-3.3	11.1	-5.4	-12.3
NR2E3 ag-2	-29.3	-10.7	-9.2	-22.4	-0.3	-8.7	-29.4	-20.2
aDG glyco up	0.0	-0.3	-0.1	0.0	-0.1	0.1	0.0	0.0
PDI turbidity	8.3	-0.7	-9.2	0.9	4.7	2.9	7.6	-3.8
TRPM1 prom inh	-2.5	-3.9	2.0	2.5	.	6.4	-4.3	-5.6

An excerpt from above, reduced to TRPM1 prom inh:
no. | smiles | TRPM1 prom inh
6 | COc1ccccc1C1C(C#N)=C(N)N(N(C)C)C2=C1C(=O)CC(C)(C)C2 (configuration not stated) | 6.4
2 | CN(C)S(=O)(=O)c1cccc(NC(=O)Cn2cc(C(F)(F)F)cc(Cl)c2=O)c1 | -3.9
3 | Cc1[nH]n(C(N)=S)c(=O)c1N=Nc1ccc(S(=O)(=O)N2CCCC2)cc1 | 2.0

(listing goes on)
9. CN(C)/N=C/c1ccc(/C=N/NC(N)=S)o1
10. O=C(CNc1ccccc1)Nc1ccc(F)cc1
11. CCOC(=O)c1cc(C)sc1/N=C/C1C(=O)CC(C)(C)CC1=O
12. O=C(NCc1ccccn1)c1c(-c2ccccc2)sc2ccccc12
13. Cc1ccc(N(CC(=O)NC(C)(C)C)C(=O)CNC(=O)c2cccs2)cc1C
14. O=C(c1ccccc1F)N(Cc1cccs1)C1CCS(=O)(=O)C1 (configuration not stated)
15. CN(C(=O)/C=C/c1ccccc1)C1CCS(=O)(=O)C1 (configuration not stated)
16. Cc1occc1C(=O)NCc1ccccn1

entry no.	9	10	11	12	13	14	15	16
HIF-2a block	10.5	-214.4	4.3	9.1	7.0	7.1	-1.2	2.2
CaV13 ICDI inh	-2.6	.	-3.2	-9.6	-6.7	-3.0	-5.0	-3.4
Exocytosis inh	-2.2	-0.9	-2.1	-1.6	-0.7	-9.4	-6.7	-2.1
Vif inh	-3.2	-7.1	-8.6	-1.1	-4.9	6.9	10.1	17.6
NR2E3 ag-1	-6.3	0.9	-4.1	.	4.8	-0.1	1.9	1.7
iPSC survival up	-0.4	-0.5	0.5	-2.3	0.4	-0.5	4.3	0.1
Peg3 prom inh	-7.8	-262.8	5.2	-5.0	3.0	0.1	-13.0	-0.6
NR2E3 ag-2	0.9	-97.0	23.2	-21.1	1.7	-9.4	3.0	-21.0
aDG glyco up	-0.1	-0.2	0.0	0.2	-0.2	-0.1	0.3	-0.3
PDI turbidity	-1.5	-12.9	-4.5	1.9	12.1	-1.2	-11.8	4.2
TRPM1 prom inh	-7.0	-67.6	-3.4	6.9	4.6	0.8	3.9	2.1

17. Cc1[nH]n(-c2ccc([N+](=O)[O-])cc2)c(=O)c1C=NCCN1CCN(C(=O)c2ccccc2F)CC1
18. COc1cc(NC(=O)COc2cccc(OC)c2)cc(OC)c1
19. CN1CCN(c2nc3ccccn3c(=O)c2C=C(C#N)C#N)CC1
20. COc1ccc(NC(=O)C(CC(C)C)NC(=O)C2CCC(C)CC2)c(OC)c1 (configuration not stated)
21. O=C(N[C@@H](Cc1c[nH]c2ccccc12)C(=O)O)C1CCN(S(=O)(=O)c2ccc(Cl)cc2)CC1
22. O=C(Nc1ccc(N2CCOCC2)cc1N1CCOCC1)c1cccc([N+](=O)[O-])c1
23. CCN(CC)S(=O)(=O)c1ccc(N2CCOCC2)c(NC(=O)c2cccc3ccccc23)c1
24. O=C(NCC1OCCc2ccccc21)c1ccc(NC(=O)c2ccccc2Cl)cc1 (configuration not stated)

entry no.	17	18	19	20	21	22	23	24
HIF-2a block	-14.3	-29.3	7.1	3.6	11.2	6.4	10.8	0.1
CaV13 ICDI inh	-4.5	-5.8	-14.1	-16.2	-3.9	.	-4.2	-12.5
Exocytosis inh	-2.0	4.0	-6.3	-2.5	-12.5	0.5	-4.3	-0.9
Vif inh	2.3	-1.4	-5.3	-12.3	12.3	-3.2	-1.1	-23.1
NR2E3 ag-1	1.8	5.0	4.2	-3.2	-1.0	1.4	2.5	2.4
iPSC survival up	-0.1	0.2	-0.5	-0.5	0.5	0.6	-1.9	-0.9
Peg3 prom inh	5.8	1.5	2.5	9.3	-0.8	24.4	34.2	24.3
NR2E3 ag-2	-33.6	17.6	-36.0	-16.4	-4.2	8.4	19.6	-24.7
aDG glyco up	-0.2	-0.2	0.0	0.1	0.1	-0.2	-0.4	0.7
PDI turbidity	-5.5	2.1	-12.3	-2.8	8.8	2.0	5.2	8.7
TRPM1 prom inh	10.7	3.2	-9.3	-10.1	9.8	-0.5	9.8	12.9

25. CCOc1ccc2[nH]c3c(NCCN(C)C)ncnc3c2c1
26. O=C(NC(=S)NC1C2CC3CC(C2)CC1C3)c1ccccc1 (configuration not stated)
27. Cc1c(C(=O)NCCS(=O)(=O)N2CCN(c3ccccc3F)CC2)cccc1[N+](=O)[O-]
28. C[C@H]1CCC/C=C/[C@@H]2C[C@H](O)C[C@H]2[C@H](O)[C@H](S(=O)c2ccc(O)cc2)CC(=O)O1 (some centres not stated)
29. O=C(COc1cc(Cl)ccc1Cl)N1CCNC1=O
30. C#CCNc1c2c(nc3ncnn13)CC(C)CC2 (configuration not stated)
31. O=C(c1ccc(F)cc1)N1CCC2(CC1)NCCc1[nH]cnc12
32. CCN(C(=O)CN1C(=O)NC2(CCC(C)CC2)C1=O)C1CCCCC1 (configuration not stated)

entry no.	25	26	27	28	29	30	31	32
HIF-2a block	1.4	-102.8	7.8	28.9	6.0	13.4	18.2	13.9
CaV13 ICDI inh	-2.3	-7.2	-5.4	-17.7	-6.6	-4.1	-2.8	-10.1
Exocytosis inh	-13.1	16.6	1.6	40.8	3.1	14.3	-7.7	6.4
Vif inh	-2.1	-9.4	7.8	22.1	-7.6	10.2	-2.5	.
NR2E3 ag-1	-0.8	5.4	-0.9	.	.	1.1	5.0	.
iPSC survival up	0.0	-0.2	-0.3	-3.8	0.1	-0.6	0.5	1.6
Peg3 prom inh	-2.6	-96.5	33.0	52.3*	15.6	4.1	-21.2	-1.3
NR2E3 ag-2	-9.6	-13.8	21.0	78.5*	-9.9	-28.1	15.0	-3.4
aDG glyco up	0.0	0.7	0.1	-0.4	0.2	0.1	0.1	0.3
PDI turbidity	1.8	-0.2	-4.5	8.6	1.0	2.1	-4.1	-6.0
TRPM1 prom inh	-25.4	-19.3	12.0	83.0*	-3.9	-4.0	-2.5	.

33. CC(=O)Cc1nsc(NC(=O)c2oc(-c3ccccc3Cl)cc2C)n1
34. CC(C)Cc1ccc(C(C)C(=O)Nc2nccs2)cc1 (configuration not stated)
35. Nc1cc(N)nc(SCC(=O)N2CCc3ccccc32)n1
36. CCC(=O)N1CCCC(C(=O)NS(=O)(=O)c2cc(C)c(Cl)cc2C)CC1 (configuration not stated)
37. Cc1cc(C)cc(NC(=O)C2CCN(S(=O)(=O)c3c(C)n[nH]c3C)CC2)c1
38. O=C(N/N=C/c1ccc([N+](=O)[O-])cc1)c1ccccc1OCc1ccccc1
39. Cn1cc(CCCC(=O)NCc2ccccc2)c2ccccc21
40. COc1ccc(C2C(C(C)=O)=C(O)C(=O)N2c2nccs2)c(OC)c1 (configuration not stated)

entry no.	33	34	35	36	37	38	39	40
HIF-2a block	-13.6	11.2	-131.3	10.8	15.6	-17.5	4.2	14.5
CaV13 ICDI inh	-4.9	-8.7	-5.6	-5.1	.	-9.4	-4.1	4.6
Exocytosis inh	-3.5	0.0	-1.4	15.7	0.7	-5.2	7.0	-1.6
Vif inh	-1.6	-4.7	-4.3	-4.7	.	2.9	.	2.5
NR2E3 ag-1	-1.4	-3.1	6.7	.	-1.0	0.2	0.1	3.8
iPSC survival up	0.7	-1.5	-0.5	1.2	8.1	0.2	1.0	0.9
Peg3 prom inh	2.6	-6.0	-143.2	14.0	0.7	18.0	12.5	4.1
NR2E3 ag-2	24.0	21.4	-37.3	-23.1	-21.6	-7.0	12.4	-14.7
aDG glyco up	0.0	0.3	0.0	-0.4	0.0	0.1	0.3	1.2
PDI turbidity	3.9	-2.9	0.2	4.1	10.3	7.4	2.6	8.4
TRPM1 prom inh	-2.1	-5.0	-27.3	.	5.6	-7.0	-1.5	1.3

41. CC1Cc2ccccc2N1C(=O)CN1C(=O)C(=O)N(Cc2ccccc2)C1=O (configuration not stated)
42. COCCN(C(=O)COC(=O)C1CC(=O)N(c2ccc(C)cc2)C1)c1c(N)n(Cc2ccccc2)c(=O)[nH]c1=O (configuration not stated)
43. CCC(C)Nc1nc2ccccc2n2c(C)nnc12 (configuration not stated)
44. COC(C(=O)Nc1ccc(F)c(F)c1)c1ccccc1 (configuration not stated)
45. CCOc1ccc(CN(C)CC(=O)Nc2ccc3c(c2)CCC3)cc1OC
46. O=C(NCCCCNC(=O)c1cccs1)c1cccs1
47. CC1(C)COC(/C=C/c2cccc([N+](=O)[O-])c2)=N1

entry no.	41	42	43	44	45	46	47
HIF-2a block	13.1	-12.2	1.6	1.2	9.1	16.1	-35.1
CaV13 ICDI inh	-4.5	-8.9	-4.7	-3.8	-2.8	-5.2	15.4
Exocytosis inh	24.1	-0.7	-2.9	-4.1	-1.7	-0.7	0.2
Vif inh	.	.	-6.5	-6.5	-3.1	-7.7	6.0
NR2E3 ag-1	-3.8	.	-2.2	2.8	-2.9	5.5	1.3
iPSC survival up	4.0	1.5	0.2	-1.8	1.3	-0.9	-1.2
Peg3 prom inh	15.6	-4.8	2.4	15.6	14.7	-3.7	-28.8
NR2E3 ag-2	11.1	3.8	0.7	3.4	20.0	31.4	-29.8
aDG glyco up	-0.2	-0.1	0.1	-0.1	0.6	0.0	3.7
PDI turbidity	-8.5	2.1	6.7	-2.7	-2.1	-0.7	-0.9
TRPM1 prom inh	12.4	.	20.2	-10.9	7.8	-10.8	32.8
